FEN1 inh: human FEN1 inhibition | P39748 | Recombinant FEN1 flap cleavage, fluorescence, 15 min | Potency, µM (top dose mostly 114 µM), inactives show top-dose activity change, negative = inhibition, actives largely listed as inhibitors | 390,000 compounds, 0.35% hits; also: nearly all actives have a fitted effect of over 65% in size
Target sequence (P39748 whole entry, looked up): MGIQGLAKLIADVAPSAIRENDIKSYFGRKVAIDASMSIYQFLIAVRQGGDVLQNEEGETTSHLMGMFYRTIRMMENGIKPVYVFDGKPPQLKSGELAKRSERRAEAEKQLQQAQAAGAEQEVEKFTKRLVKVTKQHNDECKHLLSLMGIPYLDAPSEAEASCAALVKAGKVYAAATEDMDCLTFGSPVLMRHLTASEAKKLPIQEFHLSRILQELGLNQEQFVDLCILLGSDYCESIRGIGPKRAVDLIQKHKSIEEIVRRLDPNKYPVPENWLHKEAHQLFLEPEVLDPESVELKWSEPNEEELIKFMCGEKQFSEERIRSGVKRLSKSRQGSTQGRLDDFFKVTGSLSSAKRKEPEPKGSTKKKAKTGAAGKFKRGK
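FEN1 at 10 nM, compound pretreatment for 15 min (room temperature), 50 nM final substrate to initiate; endpoint reads at 0 and 15 min; DMSO-only plates used as vehicle background.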
KAT2A inh: inhibitors of human GCN5L2 histone acetyltransferase; Q92830; GCN5L2 HAT assay, ThioGlo1 CoA-SH fluorescence; Potency, µM (doses to about 58.9 µM), inactives show top-dose activity change, negative = inhibition, actives largely listed as inhibitors; 390,000 compounds, 0.21% hits
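Free CoA generated was detected with ThioGlo1 (50uM) fluorescence at Ex340nm/Em540nm, read immediately and after 20 min at room temperature. Enzyme, 20 nM in HEPES pH 7.5 buffer, saw compounds 15 min before adding 75uM H3(1-25) peptide and 70uM acetyl-CoA.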
N370S GC: inhibits or activates N370S mutant glucocerebrosidase. N370S GC spleen homogenate, 4MU-glucoside fluorescence. 330,000 compounds, 0.092% hits. AID 2101. Potency, µM (doses to about 59.4 µM), without a hit: top-dose activity change, negative = inhibition, actives largely listed as inhibitors. P04062;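 also: 0% = full enzyme activity and -100% = no enzyme basal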
* marks the source's active call; other numbers are inactive results; u = inconclusive; x = not tested or not shown; & = joins results of further samples; [ ] = another dose, or the depositor's remark. Calls follow the shape of the dose curve; as a rule, active = well fitted curve in the direction sought with a large enough effect; inconclusive = small, poorly fitted or top-dose-only effect, or another doubt; inactive = no such curve, though single readings can be large; an effect the other way counts as inactive or inconclusive. Unless noted, % is scaled to controls: 0 for no effect and ±100 for the full control effect; potency is read from the fitted curve at half-maximal effect. Not all compounds are listed. The share of hits here may be higher or lower than overall.

Sample of the layout (2 entries):
Every second line gives: N370S GC	KAT2A inh	FEN1 inh
> Cc1cccc2c1cnn2C(=O)CCC(=O)N1CC(C)CC(C)C1 (stereo not drawn)
 : 1%	-17%	4%
> COc1ccc(NC(=O)CNc2cc(C)ccc2C)cc1S(=O)(=O)N1CCOCC1
 : x	-5%	-18%

The listing (from the top)
Every second line gives: N370S GC	KAT2A inh	FEN1 inh
> Cc1cccc2c1cnn2C(=O)CCC(=O)N1CC(C)CC(C)C1 (stereo not drawn)
 : 1%	-17%	4%
> COc1ccc(NC(=O)CNc2cc(C)ccc2C)cc1S(=O)(=O)N1CCOCC1
 : x	-5%	-18%
> CCCCc1ccc(N/C(N)=N/c2nc(C)cc(C)n2)cc1
 : -4%	-12%	-14%
> Cc1ccc(C(c2nnnn2C2CCCCC2)N2CCc3ccccc32)cc1 (stereo not drawn)
 : 16%	26%	-6%
> Cc1nn(-c2ccccc2)c(N2CCCC2)c1/C=N/NC(=O)c1cccc(S(=O)(=O)Nc2ccc(Cl)cc2)c1
 : 4%	-13%	-11%
> CSc1ccc(CNC(=O)c2cc3cc(S(=O)(=O)N4CCCCC4)ccc3n2C)cc1
 : x	-12%	7%
> NNc1nc2cc3c(cc2s1)OCCO3
 : -4%	-4%	7%
> O=C(CCS(=O)(=O)c1ccc(Br)cc1)N1CCN(Cc2ccccc2)CC1
 : 2%	0%	-1%
> COc1ccc(OC)c(-c2csc(NC(=O)C3=NN(c4ccccc4)C(=O)CC3)n2)c1
 : -1%	-11%	0%
> CCN(CC)CC(O)CN(c1ccccc1)S(=O)(=O)c1ccc2ccccc2c1 (stereo not drawn)
 : -22%	-3%	-2%
> CCn1c(CN2CCOCC2)nc2cc(NC(=O)c3cccc([N+](=O)[O-])c3)ccc21
 : x	-3%	6%
> O=C(Nc1ccccc1)C1=C[C@@H](C2CC2)C[C@@H](OCCCCO)O1
 : 5%	-9%	-5%
> CCN(CC)C(=O)c1sc(NC(=O)c2cc(-c3ccc(C)s3)nc3ccccc23)c(C(=O)OC)c1C
 : -11%	-8%	1%
> CCOC(=O)C1(CCOc2ccccc2)CCN(Cc2ccc3nonc3c2)CC1
 : 3%	4%	9%
> CC(C)Nc1nc(NC(C)C)nc(SCC(N)=O)n1
 : -1%	-3%	4%

One compound at a time (already shown). Order of values: N370S GC	KAT2A inh	FEN1 inh
Shown for O=C(CCS(=O)(=O)c1ccc(Br)cc1)N1CCN(Cc2ccccc2)CC1 : 2%	0%	-1%
Shown for CCn1c(CN2CCOCC2)nc2cc(NC(=O)c3cccc([N+](=O)[O-])c3)ccc21 : x	-3%	6%
Shown for CSc1ccc(CNC(=O)c2cc3cc(S(=O)(=O)N4CCCCC4)ccc3n2C)cc1 : x	-12%	7%
Shown for CCN(CC)CC(O)CN(c1ccccc1)S(=O)(=O)c1ccc2ccccc2c1 (stereo not drawn) : -22%	-3%	-2%

Remaining list, next part.
Every second line gives: N370S GC	KAT2A inh	FEN1 inh
> COc1ccccc1C1CC(c2ccc(Cl)cc2)Nc2ncnn21 (stereo not drawn)
 : -5%	0%	-5%
> COC(=O)c1cc(S(=O)(=O)N2CCC(c3cc(OC)ccc3OC)C2)c[nH]1 (stereo not drawn)
 : -1%	-2%	-10%
> CCC(C(=O)Nc1c[nH]c(=O)[nH]c1=O)c1ccccc1 (stereo not drawn)
 : -16%	1%	-6%
> Cc1cccc(N(CC(O)CN2CCOCC2)S(=O)(=O)c2ccccc2)c1 (stereo not drawn)
 : -10%	-3%	-9%
> Cc1cc(=O)oc2cc(O[C@@H]3O[C@H](C(=O)O)[C@@H](O)[C@H](O)[C@H]3O)ccc12
 : u	-10%	x
> CC(=N)c1c(O)c2ccccc2oc1=O
 : -2%	0%	-5%
> CCN(CC)C(=S)Nc1ccc(C(=O)OC)cc1
 : -3%	-5%	5%
> Cc1nnc(SCC(=O)Nc2ccc(N(C)C)cc2)[nH]c1=O
 : x	-7%	-2%
> O=C1c2ccccc2C(=O)N1CCCc1nc(-c2ccccn2)no1
 : 7%	-3%	-3%
> CCCS(=O)(=O)N1CCCC(C(=O)NCCc2ccc(Cl)cc2)C1 (stereo not drawn)
 : 1%	u	-9%
> Cc1ccc(-n2nc(C)c3c(C)onc3c2=O)cc1
 : 1%	-9%	1%
> CCc1ccccc1NC(=O)Nc1cc(C(=O)NCc2cccc(F)c2)ccc1N1CCCC1
 : x	-15%	6%
> OC1(c2cccnc2)CCN(Cc2nnnn2C2CCCCC2)CC1
 : 20%	-1%	-6%
> O=C(NCc1ccccn1)c1ccc(COc2ccc(Cl)cc2)o1
 : 3%	-19%	-1%
> CC(NC(=O)c1ccccc1NC(=O)c1ccco1)c1ccccc1 (stereo not drawn)
 : 2%	2%	-5%
> c1ccc2oc(-c3[nH]ncc3CN(Cc3ccncc3)CC3CCCO3)cc2c1 (stereo not drawn)
 : -27%	-23%	17%
> CCC(C)C(=O)Nc1nnc(SCC(=O)NC(C)(C)C)s1 (stereo not drawn)
 : -5%	-6%	-5%
> CCCCNc1c(-c2cccc(-c3ccc(OC)cc3)c2)nc2cc(C)ccn12
 : x	-17%	0%
> CC1CCCN(C(=O)COc2ccc(NC(=O)c3cccs3)cc2)C1 (stereo not drawn)
 : -4%	-12%	-3%
> Cc1cc(N2CCC(C)CC2)nc(NCc2ccccc2)n1
 : -17%	-1%	-19%
> COC(=O)c1cc(=O)n(Cc2ccc(OC)cc2)c(=NCc2ccc(OC)cc2)s1
 : -1%	-3%	-3%
> Cc1[nH]c2nc3ccccc3n2c(=O)c1CCC(C)C
 : -8%	-10%	1%
> CC(=O)c1cnc(SCc2ccc(Cl)cc2)nc1C
 : 5%	-5%	-11%
> CC1CCCN(C(=O)c2cccc(S(=O)(=O)N3CCCc4ccccc43)c2)C1 (stereo not drawn)
 : -1%	2%	-3%
> CCn1c(SCC(=O)Nc2nccs2)nnc1-c1ccc(C)cc1
 : 2%	0%	-16%
> O=C(NCC1COc2ccccc2O1)c1cccs1 (stereo not drawn)
 : -19%	-17%	-10%
> C/C(=N\NC(=O)c1ccccc1O)C1C(=O)c2ccccc2C1=O
 : -7%	-25%	3%
> COc1ccc2cc(C(=O)O)ccc2c1
 : 6%	u	1%
> CC(Oc1ccc(C#N)cc1)C(=O)NC1CCCC1 (stereo not drawn)
 : x	-7%	-1%
> CC(C)OC(=O)CSc1nnc(-c2ccccn2)n1C
 : -2%	-6%	-9%
> CC(C)C(C)NC(=O)CN1C(=O)NC(C)(c2ccc3ccccc3c2)C1=O (stereo not drawn)
 : -12%	-5%	-4%
> COCC(=O)N1CCC[C@@]2(CCN(Cc3ccccc3OC)C2)C1
 : -4%	-2%	x
> CCc1ccc2c(c1)c(=O)c(C(=O)c1ccc(C)cc1)cn2CC(=O)Nc1ccccc1C
 : x	-3%	-2%
> Cc1noc(Cn2c(=O)c3ccccc3n(CC(=O)Nc3ccccc3C(F)(F)F)c2=O)n1
 : x	-6%	16%
> COc1ccccc1OCC(=O)Nc1ccc(CSc2ccccc2)cc1C
 : x	1%	-8%
> O=C(COC(=O)c1ccccc1[N+](=O)[O-])c1ccc(C2CCCCC2)cc1
 : 16%	-4%	-6%
> CCC(C)CN1CCC(CO)(Cc2ccccc2Cl)CC1 (stereo not drawn)
 : -10%	-4%	1%
> CN(C)C(=O)c1ccc(-n2cccn2)nc1
 : 12%	3%	-3%
> CCN(Cc1ccccc1)S(=O)(=O)c1ccccc1Br
 : x	-9%	-2%
> COc1ccc(CCN(C)C(=O)CSc2nnc(-c3ccco3)o2)cc1OC
 : -16%	-18%	3%
> Cc1ccc(-c2nc3ccccc3n3c(-c4ccccc4)c4c(=O)n(C)c(=O)n(C)c4c23)cc1
 : x	-2%	0%
> Cc1cc2c(ccc3[nH]onc32)n1
 : 14%	-18%	-6%
> CC(C)CCn1c(=O)c2sccc2n2c(CCCC(=O)NC(C)C)nnc12
 : x	-2%	3%
> N#CCOC(=O)[C@H](Cc1c[nH]c2ccccc12)NS(=O)(=O)c1ccc(Cl)cc1
 : -4%	-11%	-8%
> CN(C)c1ncc2nc(CCc3ccccc3)c(=O)n(CCC#N)c2n1
 : 26%	-18%	x
> CCOc1ccc(NC(=O)c2ccc(NC(=O)COC(=O)c3ccc(NC(=O)CC#N)cc3)cc2)cc1
 : 1%	u	u
> CCOc1ccc(NCc2cc3cc(OC)ccc3[nH]c2=O)cc1
 : -2%	-2%	u
> O=C(CCCc1ccccc1)NCCCN1CCOCC1
 : -12%	-4%	-8%
> Fc1cccc2sc(Nc3nc4cc5c(cc4s3)OCCO5)nc12
 : 2%	-3%	9%
> COc1ccc(-c2onc(C)c2C)cc1S(=O)(=O)NCC1CCN(Cc2cc(C)ccc2C)CC1
 : x	6%	-18%
> Cc1cccc(NC(=O)CSc2nnc(-c3ccc(S(=O)(=O)N4CCOCC4)cc3)n2C)c1
 : 2%	-4%	-5%
> COc1cc(OC)cc(C(=O)Nc2ccc3c(c2)CCCN3C(=O)c2cccs2)c1
 : -1%	u	-26%&-1%
> CCOc1cc(CNCc2ccccc2)ccc1OCC(=O)NC1CCCCC1
 : u	-1%	7%
> COc1cc(NS(=O)(=O)c2ccc(N=Cc3c(C)[nH]n(-c4ccccc4)c3=O)cc2)nc(OC)n1
 : 0%	-19%	1%
> CN(CC(=O)Nc1ccc(F)cc1F)S(=O)(=O)c1ccc(C(=O)N2CCOCC2)s1
 : x	-8%	-1%
> CCCCN1C(C(=O)Nc2ncccn2)=C(O)c2ccccc2S1(=O)=O
 : -5%	-8%	3%
> O=C(CN1C(=O)NC2(CCCCCC2)C1=O)Nc1ccc2c(c1)CCC2
 : 6%	-8%	-2%
> N#Cc1ccccc1OCCCNC1CCCC1
 : -12%	-9%	-1%
> COc1ccc(C)cc1Nc1cc(C)nc(C)n1
 : x	0%	-5%
> Cc1no[n+]([O-])c1COc1cccc(/C=N/Nc2nncn2N)c1
 : -5%	-2%	-6%

Continued:
Every second line gives: N370S GC	KAT2A inh	FEN1 inh
> NC(=O)c1nsc(C(=O)N(CC(=O)NCc2ccc3c(c2)OCO3)C2CCCC2)c1N
 : 5%	1%	-4%
> Cc1onc(-c2ccccc2Cl)c1C(=O)Nc1nnc(-c2ccc(Cl)cc2Cl)s1
 : u	-7%	-17%
> CCC(CO)Oc1cc(NC(=O)Cc2ccccc2)c2ncn(C(C)C)c2c1 (stereo not drawn)
 : x	2%	-4%
> S=c1[nH]nc(-c2cccnc2)n1/N=C/c1ccco1
 : 12%	0%	-5%
> Cc1ccc(CN2C(=O)c3ccccc3Sc3ccc(C(=O)NCc4ccco4)cc32)cc1
 : x	-8%	1%
> COc1ccc(C(=O)NC(=S)NC2CCSC2=O)cc1 (stereo not drawn)
 : 23%	0%	-4%
> COc1ccc2cc(CN(CC3COCCO3)S(=O)(=O)c3ccc(Cl)cc3)c(=O)[nH]c2c1 (stereo not drawn)
 : 0%	-4%	-1%
> COc1ccc(C(=O)NCC(c2ccc3c(c2)OCO3)N2CCN(c3ccccc3F)CC2)cc1 (stereo not drawn)
 : x	-10%	4%
> CCCn1cc(S(=O)(=O)c2ccccc2)c(=O)c2cc(F)c(N3CCCCC3)cc21
 : x	0%	-14%
> CC(=O)Nc1ccc(NC(=O)c2ccc(-n3c(C)ccc3C)cc2)cc1
 : 12%	-6%	0%
> CC[C@H](C)[C@@H](CNC)NC[C@@H](Cc1ccc(O)cc1)NCC(C)(C)C
 : -4%	2%	-4%
> CC(C(=O)Nc1ccc(S(=O)(=O)N2CCOCC2)cc1)N1CCN(c2ccccn2)CC1 (stereo not drawn)
 : -3%	-9%	0%
> COc1ccc(C2c3c(n(C)c4ccccc34)C(=O)N2CC(=O)Nc2cccc(Cl)c2C)cc1 (stereo not drawn)
 : x	-22%	-16%
> COc1ccc(C(=O)NCCNc2ccc([N+](=O)[O-])cc2)cc1
 : 2%	-15%	-17%
> Cc1ccc(NC(=O)CCl)c(C)c1
 : 25%	-1%	4%
> CCn1c2ccccc2c2cc(NC(=O)C/C(C)=N/NC(=O)c3ccccc3N)ccc21
 : -3%	-8%	17%
> CCOC(=O)c1c(C)[nH]c(CCC(=O)Nc2ccccc2C(F)(F)F)c1C
 : x	-3%	-6%
> COc1ccc(CN2CCNC(=O)C2CC(=O)N(C)Cc2ccccn2)cc1OC (stereo not drawn)
 : 7%	2%	2%
> CCCn1nc(NC(=O)CC(C)C)c2cc3cccc(C)c3nc21
 : -12%	2%	0%
> O=C(O)c1cc(-c2ccc(C(F)(F)F)cc2)nc2n[nH]c(-c3ccccc3)c12
 : x	-3%	12%
> O=C(Nc1ccccn1)c1ccc(S(=O)(=O)c2ccc(Cl)cc2)cc1
 : -9%	-5%	-12%
> CCN(CC)C(=O)C1CCCN(c2ccc([N+](=O)[O-])cc2[N+](=O)[O-])C1 (stereo not drawn)
 : -8%	-7%	3%
> COc1ccc(/C(C)=N/Nc2nc3ccccc3nc2C)cc1
 : -7%	-1%	-5%
> CCN(CC(=O)Nc1c(F)cccc1F)C(=O)c1ccc(C2SCCS2)cc1
 : -25%	-5%	0%
> CN(C(=O)c1ccc2nccnc2c1)C1CCCCC1
 : -25%	u	13%
> Cc1cc(C)c2c(n1)nn1c(NCCCN(C)C)cc(C)nc21
 : 12%[2.35 µM]	-9%	-9%
